Bioassay records deposited in PubChem by Emory University Molecular Libraries Screening Center.
14-3-3g Raf: modulators of 14-3-3 gamma protein binding, primary screen, biochemical, fluorescence polarization; FP, 14-3-3gamma / TMR-pS259-Raf peptide binding; inhibition, % at 40 µM; 0.19% of 160,000 active; in the data active means inhibition above about 30%;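 further: 0% = protein plus tracer without compound and 100% = blank with tracer alone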
Target sequence (P61981 whole entry, looked up): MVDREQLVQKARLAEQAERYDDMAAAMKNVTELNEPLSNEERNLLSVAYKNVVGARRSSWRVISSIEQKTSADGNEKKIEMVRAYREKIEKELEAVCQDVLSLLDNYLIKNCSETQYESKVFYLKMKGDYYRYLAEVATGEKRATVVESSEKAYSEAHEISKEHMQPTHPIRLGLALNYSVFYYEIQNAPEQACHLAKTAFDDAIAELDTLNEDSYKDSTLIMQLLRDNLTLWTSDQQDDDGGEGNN
The depositor's hits bear a star; & = joins results of further samples.

SMILES	14-3-3g Raf
CN(C)C(=O)CSc1cccc2cccnc12	-4
Cc1cocc1C(=O)N1N=C(c2ccccc2)CC1(O)C(F)(F)F (configuration not stated)	8
Cc1nn(-c2ccccc2)c(OC(=O)c2ccc(F)cc2)c1S(=O)(=O)c1ccccc1	0
Cn1c(-c2ccc(F)cc2)cnc1NCc1ccccc1	-4
C=C(C)C1CC=C(CN2CCC(C(=O)OCC)CC2)CC1 (configuration not stated)	-2
COCCCNC(=O)c1ccc(-n2c(=S)[nH]c3ccccc3c2=O)cc1	-5
COc1ccc(-c2csc(NC(=O)c3cc(=O)c4ccccc4o3)n2)cc1OC	7
COc1ccccc1-c1nnc(SC/C(O)=C(\C#N)c2nc3ccccc3[nH]2)n1C1CCCCC1	2
CCCCN1CCc2c([nH]c3ccccc23)C1=O	-4
COc1ccc(NC(=O)c2ccc(-c3cccc([N+](=O)[O-])c3)o2)cc1Cl	-43

For reference, some entries already given:
SMILES	14-3-3g Raf
CN(C)C(=O)CSc1cccc2cccnc12	-4
Cc1cocc1C(=O)N1N=C(c2ccccc2)CC1(O)C(F)(F)F (configuration not stated)	8
Cc1nn(-c2ccccc2)c(OC(=O)c2ccc(F)cc2)c1S(=O)(=O)c1ccccc1	0

Remaining list, next part.
SMILES	14-3-3g Raf
COc1ccc(N=C2NC(=O)C(CO)(CO)S2)cc1	1
O=C(O)COCC(=O)Nc1ccc2c(c1)CCC2	1
COc1ccc(NC(=O)CN2C(=O)C3C4C=CC(C4)C3C2=O)cc1 (configuration not stated)	-1
COc1cccc(C=Cc2nc3ccccc3c(=O)n2-c2cccc(Cl)c2C)c1OC	-8
CCOCCOC(=O)C1=C(C)NC(=O)CC1c1cccc(Cl)c1 (configuration not stated)	3
CCn1cc(C(=O)Nc2ccc(OC)cc2OC)c(=O)c2ccc(C)nc21	-8
CCOc1cc(N2CCOCC2)c(OCC)cc1NC(=O)CCS(=O)(=O)c1ccc(Cl)cc1	-15
CC(C)(C)c1ccc2c(c1)N(CC(=O)NCCc1ccccc1)C(=O)CO2	0
C=CCOC(=O)N1CCN(c2cccc(C(F)(F)F)c2)CC1	1
O=C(O)c1cccc(Nc2nc(-c3cccnc3)cs2)c1	-8
CCOC(=O)C1=CN(c2ccc(C)c(C)c2)C=C(C(=O)OCC)C1c1ccc(OC)c(Br)c1	-5
Cc1ccccc1OC(C)c1nc(-c2ccccc2)no1 (configuration not stated)	-13
Cc1ccc2cccc(Oc3cnccn3)c2n1	-7
COc1ccc(Nc2cc(C)c(C#N)c3nc4ccccc4n23)cc1	-122
C#CCN1C(=O)C(O)(CC(=O)c2ccc(C(C)(C)C)cc2)c2ccccc21 (configuration not stated)	-43
Cc1ccc(NC(=O)Cn2cnc3sc(C(=O)Nc4ccc(Oc5ccccc5)cc4)c(C)c3c2=O)cc1Cl	-6
CCNc1ccc(S(=O)(=O)C(F)(F)F)cc1NC(=O)C12CCC(CC1)C2	0
CC1=C(C(=O)OCC2CCCO2)C(c2ccc3c(c2)OCO3)C2=C(CCCC2=O)N1 (configuration not stated)	4
CN(C)C(=O)c1ccc(Oc2ccc(C(=O)N(C)C)cc2)cc1	6&2
COc1ccc(-n2c(Cc3cccn3C)nnc2SCC(=O)Nc2ccc(C)c(Cl)c2)cc1	-2
Nc1cccc(-c2nc3ccc(N)cc3s2)c1	-1&-3
CCOC(=O)C1CCCN(C(=O)c2cc(Nc3ccc(OC)cc3OC)nc3ccccc23)C1 (configuration not stated)	-20
CC1CCC2C(=O)N(c3cccc(OCC(=O)c4ccc(Br)cc4)c3)C(=O)C2C1 (configuration not stated)	-2
Fc1ccc(C2=Nn3c(Cc4ccccc4)nnc3SC2)cc1	-3
Cc1ccc2cc(CN(Cc3nnnn3C3CCCC3)C3CCCCC3)c(=O)[nH]c2c1C	-9
COC(=O)CC1C(=O)NC2CCCCC2N1C(=O)c1ccccc1 (configuration not stated)	-1
COc1ccccc1CNC(=O)c1ccc2c(c1)nc(C)n2-c1ccc(C(C)C)cc1	-66
CCc1ccc(-n2c(N)c(C(=O)Nc3ccc(OC)c(OC)c3)sc2=S)cc1	-4
Cc1ccc(O)c(C2=NOC(O)(C(F)(F)C(F)F)C2)c1 (configuration not stated)	0
COc1ccccc1CC(NC(C)=O)C(=O)NC1CCN(c2nnnn2-c2ccccc2)CC1 (configuration not stated)	0
Cc1ccc(C(=O)COC(=O)CCC(=O)Nc2ccccc2Cl)cc1[N+](=O)[O-]	-1
COc1ccc(Cn2c(=O)[nH]c3cc(C(=O)N4CCN(C5CCCCC5)CC4)ccc3c2=O)cc1	4
Cc1nn(C(=O)c2cccs2)c(N)c1-c1ccccc1	-1
COc1ccc(-c2nnc(SCC(=O)NCc3ccco3)n2-c2ccccc2)cc1	-3
COc1ccccc1-c1cc(C(=O)NCc2cccs2)no1	-2&-3
Cc1ccc(S(=O)(=O)N2CCN(C(=O)c3ccccc3)C2)cc1	1
O=C(c1ccc(S(=O)(=O)N2CCCC2)cc1)N1CCN=C1SCc1ccccc1Cl	-2
COc1ccccc1S(=O)(=O)Cc1ccc(C(=O)NCCN2CCCC2)o1	-7
CC(=O)N1CCc2cc(Br)cc(S(=O)(=O)CCC(=O)N3CCN(Cc4ccccc4)CC3)c21	-5
CCOC(=O)c1cnc(SCC(=O)Nc2sc(C)c(C)c2C#N)nc1N	-20

Reformatted as a markdown table: part of the list above
| Structure | 14-3-3g Raf |
| --- | --- |
| COc1ccccc1S(=O)(=O)Cc1ccc(C(=O)NCCN2CCCC2)o1 | -7 |
| CC(=O)N1CCc2cc(Br)cc(S(=O)(=O)CCC(=O)N3CCN(Cc4ccccc4)CC3)c21 | -5 |
| CCOC(=O)c1cnc(SCC(=O)Nc2sc(C)c(C)c2C#N)nc1N | -20 |

Following part.
SMILES	14-3-3g Raf
COC(=O)C1=C(C)NC2=C(C(=O)CC(C)(C)C2)C1c1cc([N+](=O)[O-])ccc1Cl (configuration not stated)	-1
COc1cc(Br)cc(C=Nc2ccc(O)c(-c3nc4ccccc4s3)c2)c1O	-159
O=C1C2Sc3[nH]c(=O)sc3C(c3cc([N+](=O)[O-])ccc3O)C2C(=O)N1c1ccc(Br)cc1 (configuration not stated)	-12
O=C(CSc1nnc(-c2cccc(Cl)c2)o1)N1CCOCC1	2
COCCNC(=O)c1c[nH]c2ccc(OC)cc2c1=O	-2
COC(=O)c1cn(C(=O)c2cccc(Br)c2)c2ccccc12	2
Cn1nc(C(=O)Nc2cccc(Br)c2)cc1C(=O)Nc1cccc(Br)c1	5
Cc1c(Cl)cccc1NC(=O)CN(CCc1ccccc1)S(=O)(=O)c1ccc(Br)cc1	-3
CCOC(=O)c1ccc(-n2c(CN3CCOCC3)nc3ccc([N+](=O)[O-])cc3c2=O)cc1	-13
CC1(C)C2CCC(C2)C1(C)NC(=O)CN1CCOCC1 (configuration not stated)	-9
CNC(=O)C1CCC(CNS(=O)(=O)c2ccc(C)cc2)CC1 (configuration not stated)	-1
CCCCC1SC(=Nc2ccccc2)N(S(=O)(=O)c2ccccc2)C1=O (configuration not stated)	0
COc1ccc(CCNC(=O)C2CCN(S(=O)(=O)c3cccc4nsnc34)CC2)cc1OC	0
CC(N=C1NS(=O)(=O)c2ccccc21)c1ccccc1 (configuration not stated)	0
CN1CCN(CCCN2c3ccccc3Sc3ccc(C(F)(F)F)cc32)CC1	1&3
CC(C)c1ccc(NC(=O)CSc2nnc(-c3ccccn3)n2C)cc1	-3
CC1(C)N=C(C(=O)c2ccccc2)N(O)C1(C)O (configuration not stated)	2
O=c1cc(C(F)(F)F)nc(-c2ccccc2)[nH]1	-6
CCOC(=O)c1ccc(NC(=O)CCc2ccc(CC)o2)cc1	-14
Cc1ccc(CN(c2ccc(C(=O)N3CCOCC3)cc2)S(C)(=O)=O)cc1	-3

An excerpt of these results, field by field:
CCOc1cc(N2CCOCC2)c(OCC)cc1NC(=O)CCS(=O)(=O)c1ccc(Cl)cc1
  14-3-3g Raf = -15
CC(C)(C)c1ccc2c(c1)N(CC(=O)NCCc1ccccc1)C(=O)CO2
  14-3-3g Raf = 0
C=CCOC(=O)N1CCN(c2cccc(C(F)(F)F)c2)CC1
  14-3-3g Raf = 1
O=C(O)c1cccc(Nc2nc(-c3cccnc3)cs2)c1
  14-3-3g Raf = -8

Other compounds
SMILES	14-3-3g Raf
COc1cc(NC(=O)c2cnn3c(C)cc(C)nc23)c(OC)cc1Cl	5
Cc1cc(N2CCOCC2)nc2ccc(NC(=O)c3ccccc3F)cc12	-2
CCCCCc1c(O)c2ccccc2[nH]c1=O	-8
COc1ccc(C2=NN3C(C(=O)c4ccc(Br)cc4)Oc4ccccc4C3C2)cc1 (configuration not stated)	5
CCOC(=O)CSc1cc(C(=O)O)c2ccccc2n1	-7
CCCn1c(SCC(=O)NCCc2ccc(Cl)cc2Cl)n[nH]c1=O	-4
O=C1CCCC2=C1C(c1ccc(OCc3ccccc3Cl)cc1)C1=C(CCCC1=O)N2	-7
Cc1ccc(N2NC(C)(c3cccs3)NC2=S)cc1 (configuration not stated)	-3
CCOc1cccc2cc(-c3csc(Nc4ccccc4C(F)(F)F)n3)c(=O)oc12	-1
CN(C)CC[C@@H](c1ccc(Br)cc1)c1ccccn1	-11
O=[N+]([O-])c1cccc(C2Oc3ccccc3C3CC(c4ccccc4)=NN32)c1 (configuration not stated)	5
COc1ccc(CCNC(=O)C2c3ccccc3C(=O)N(C)C2c2cn(C)c3ccccc23)cc1OC (configuration not stated)	-8
Cc1ccc(NC(=O)N(C)c2ccccc2)cc1	5
Cc1nn(CCCC(=O)Nc2cc(Oc3ccccc3)cc([N+](=O)[O-])c2)c(C)c1[N+](=O)[O-]	-1
CCC1CCC(NC2CCCCNC2=O)CC1 (configuration not stated)	-1
O=C(CN1C(=O)COc2ccccc21)NCCCN1CCCC1=O	2
COc1cc(-c2c(C#N)c(N)nc3sc(C(=O)c4ccc(Br)cc4)c(N)c23)cc(OC)c1OC	-130
C=CCn1c(SCC(=O)Nc2nsc(-c3ccccc3)n2)nc2sc3c(c2c1=O)CCCC3	3
O=C(c1c[nH]c2ccc(S(=O)(=O)Nc3cccc(C(F)(F)F)c3)cc2c1=O)N1CCN(c2ccccc2F)CC1	-9
CCOc1ccc(N=c2scc(-c3ccc(Br)s3)n2C)cc1	-7
O=C1C2CC=CCC2C(=O)N1c1cccc([N+](=O)[O-])c1 (configuration not stated)	-9
Cc1ccc(NC(=O)c2ccccc2-c2nc3ccccc3[nH]2)cc1	-2
CC(C)NC[C@H](O)COc1cccc2ccccc12	8
CC(=O)CCc1oc2c(Br)cc(C)cc2c1-c1ccc(C)o1	-31
Cc1ccc(OCn2c(=O)sc3ccccc32)cc1	-4
O=C(NCCCO)C(=O)NC1CC1	-3
CC(NC(=O)CCNS(=O)(=O)c1ccc(Br)cc1)c1ccccc1 (configuration not stated)	7
CC12CCC(C(=O)NCCN3CCCCC3)(CC1=O)C2(C)C (configuration not stated)	-1
COc1ccc(-n2c(Cc3cccn3C)nnc2SCC(=O)Nc2ccccc2C)cc1	0
COc1ccccc1N1CCN(C(=O)CN(c2cc(C)cc(C)c2)S(C)(=O)=O)CC1	0
COc1ccc2[nH]c3c(NCCN4CCCCC4)ncnc3c2c1	2
CC1CCCN(C(=O)c2cc3c(=O)oc4ccccc4c3s2)C1 (configuration not stated)	-3
O=C(CCCCCN1C(=O)CCC1=O)Nc1ncn[nH]1	7
Nc1ccc(-n2c(N)c(C(=O)NCc3ccc4c(c3)OCO4)c3nc4ccccc4nc32)cc1	-13
Cc1cccn2c(=O)c(C=Nc3ccccc3)c(NCCO)nc12	-9
CCOC(=O)C(CC)n1cnc2c(cnn2-c2ccc(Cl)cc2)c1=O (configuration not stated)	4
CC1=C(C(=O)OC2CCCC2)C(c2cccc([N+](=O)[O-])c2)C2=C(CC(c3cccs3)CC2=O)N1 (configuration not stated)	-2
O=C(c1cn(CC(=O)N2CCCC2)c2ccccc12)C1CCCCC1	-3
CCCOC(=O)C1=C(C)NC2=C(C(=O)C(C(=O)OC)C(C)C2)C1c1coc2ccc(Cl)cc2c1=O (configuration not stated)	-16
CC(C)OCCCNc1nc2c([nH]1)c(=O)n(C)c(=O)n2C	-4
O=C(O)c1ccc2c(=O)n3c4ccc(Cl)cc4nc3c3ccc(C(=O)O)c1c23	-20
O=C(OCc1nc(-c2ccccc2)oc1COC(=O)c1ccco1)c1ccco1	-9
CN1C=CC(=CC=C2C=Nc3ccccc32)c2ccccc21	-265
Cc1cc(C)cc(NC(=O)C(CC(C)C)NC(=O)C2CCC(C)CC2)c1 (configuration not stated)	-3
CCCOC(=O)C1=C(C)NC2=C(C(=O)CC(C)(C)C2)C1c1ccc(SC)cc1 (configuration not stated)	-3
Cc1cc2nn(-c3ccccc3)nc2cc1NC(=O)C(C)C	10
COc1ccccc1-n1c(SCC(=O)Nc2cccc3ccccc23)nc2c(c1=O)SCC2	-23
O=C(CN1C(=O)C2CC=C(Cl)CC2C1=O)N1CCCC1 (configuration not stated)	1
CCc1ccccc1NC(=O)c1c(NC(=O)c2ccccc2Cl)sc2c1CCC2	-102
Cc1ccccc1Nc1ccc2noc3c2c1C(=O)c1ccccc1-3	-223

Three compounds drawn at random from those above:
SMILES	14-3-3g Raf
Cc1ccccc1Nc1ccc2noc3c2c1C(=O)c1ccccc1-3	-223
O=C(CN1C(=O)C2CC=C(Cl)CC2C1=O)N1CCCC1 (configuration not stated)	1
Cc1cc2nn(-c3ccccc3)nc2cc1NC(=O)C(C)C	10

Next part.
SMILES	14-3-3g Raf
C=CCn1c(-c2ccccc2)csc1=Nc1ccc(-c2nnc3n2CCCCC3)cc1	6
O=C(CC1(O)C(=O)N(C/C=C/c2ccccc2)c2ccccc21)c1ccccn1 (configuration not stated)	-3
COc1ccc(C2(C(=O)NC3CCCCC3)CCCC2)cc1OC	8
COc1cccc(-n2c(=O)c3c(C)c(C(=O)N(C)C)sc3n(CC(=O)Nc3ccccc3F)c2=O)c1	-3
COc1ccc(NC(=O)Cn2c(C(F)(F)F)nc3ccccc32)cc1	-10
COC(=O)CN(c1ccc2c(c1)OCCO2)S(=O)(=O)c1ccccc1	-7
S=c1[nH]nc(-c2ccccc2)n1Cc1ccccc1	1
O=C(NCCOc1ccc(Cl)cc1)C(=O)Nc1cccc(C(F)(F)F)c1	0
COc1ccc(NC(=O)CSc2nc3ccc(OC)cc3[nH]2)c(OC)c1	-7

Only part of the results is shown; count on the stated rates, not on these rows.
